High-throughput results deposited in PubChem BioAssay by National Center for Advancing Translational Sciences (NCATS).
TDP1 cell CPT: qHTS for Inhibitors of human tyrosyl-DNA phosphodiesterase 1 (TDP1): qHTS in cells in presence of CPT; chicken DT40 Tdp1-/-;hTDP1 cells + 20 nM CPT, ATP luminescence, 48 h; Potency, µM (series often up to 46.2 µM), for the others: top-dose activity change, negative = growth inhibition, usual class: inhibitors; actives 12% (n = 420,000); AID 686979, 2013; also: nearly all actives have a fitted effect of over 55% in size
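Chicken DT40 Tdp1-/- cells complemented with human TDP1, 400 cells/well, exposed to compounds plus 20 nM camptothecin for at least 48 h at 37 C; viability read as ATP content by CellTiter-Glo luminescence.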
TDP1 cell noCPT: qHTS for Inhibitors of human tyrosyl-DNA phosphodiesterase 1 (TDP1): qHTS in cells in absence of CPT; DT40 Tdp1-/- hTDP1 cells, no CPT, ATP luminescence, 48 h; Potency, µM (doses to about 46.2 µM), inactives show top-dose activity change, negative = growth inhibition, hits mostly inhibitors; actives 15% (n = 420,000); AID 686978, 2013; also: nearly all actives have a fitted effect of over 55% in size
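Stably hTDP1-transfected Tdp1-null chicken DT40 cells were treated with library compounds minus camptothecin and grown for at least 48 hr at 37 °C, after which cellular ATP was quantified by luminescence.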
TDP1 block: qHTS Assay for Inhibitors of Tyrosyl-DNA Phosphodiesterase (TDP1); Tyrosyl-DNA phosphodiesterase 1 (Homo sapiens), Q9NUW8; recombinant TDP1, AlphaScreen DNA substrate cleavage; Potency, µM (doses to about 130 µM), without a hit: at the top dose activity change, negative = inhibition, usual class: inhibitors; actives 0.28% (n = 350,000); AID 485290, 2010; also: nearly all actives have a fitted effect of over 40% in size
Target sequence (Q9NUW8 whole entry, looked up): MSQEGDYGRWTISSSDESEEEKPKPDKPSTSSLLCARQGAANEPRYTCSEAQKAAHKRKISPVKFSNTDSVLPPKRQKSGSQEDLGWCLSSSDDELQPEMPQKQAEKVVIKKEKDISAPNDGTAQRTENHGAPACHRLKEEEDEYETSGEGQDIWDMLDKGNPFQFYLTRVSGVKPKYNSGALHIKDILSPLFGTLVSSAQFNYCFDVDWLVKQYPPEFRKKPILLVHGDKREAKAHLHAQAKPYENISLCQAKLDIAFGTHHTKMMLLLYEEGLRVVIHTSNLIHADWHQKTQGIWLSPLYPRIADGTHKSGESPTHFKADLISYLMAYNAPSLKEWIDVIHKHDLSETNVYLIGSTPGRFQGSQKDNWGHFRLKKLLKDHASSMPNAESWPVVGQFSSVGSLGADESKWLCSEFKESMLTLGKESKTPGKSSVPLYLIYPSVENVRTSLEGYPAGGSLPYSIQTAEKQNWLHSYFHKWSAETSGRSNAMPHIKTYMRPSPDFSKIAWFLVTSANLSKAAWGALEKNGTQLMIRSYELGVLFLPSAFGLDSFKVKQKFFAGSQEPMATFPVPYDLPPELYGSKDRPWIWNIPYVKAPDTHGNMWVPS
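Recombinant E. coli-expressed Tdp1 (1 nM) preincubated with compound 15 min at RT, then 5'-biotin/3'-phosphotyrosine-FITC DNA substrate (15 nM) added for 5 min. AlphaScreen beads (10 ug/ml) added, 10 min RT; tyrosine-FITC cleavage read as signal loss.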
Active calls of the source: *; ? = inconclusive; . = not tested or not shown; & = joins results of further samples; [ ] = another dose, or the depositor's remark. Calls follow the shape of the dose curve; as a rule, active = well fitted curve in the direction sought with a large enough effect; inconclusive = small, poorly fitted or top-dose-only effect, or another doubt; inactive = no such curve, though single readings can be large; an effect the other way counts as inactive or inconclusive. % is scaled to controls: 0 for no effect and ±100 for the full control effect; potency is read from the fitted curve at half-maximal effect.

Under each structure: TDP1 cell CPT | TDP1 cell noCPT | TDP1 block
1. CC(OC(=O)Cn1[nH]c(=O)c2ccccc2c1=O)C(=O)NC1(C#N)CCCCC1 (configuration not stated)
→ 11.6% | -2.1% | .
2. Cc1ccc(CNC(=O)Cn2ccn(-c3ccc(C)c(C)c3)c(=O)c2=O)cc1
→ ? | ? | -7.8%
3. CCC(=O)Nc1nc(-c2ccc3c(c2)OCCO3)cs1
→ ? | -21.0% | 5.4%
4. CCc1nc2c(OCc3ccc(OC(F)F)cc3)cccn2c1N(C)C(=O)c1ccc(OC)cc1
→ 18.4µM* | 13µM* | .
5. CCSC1(SCC)N=C(N)C2(C#N)C(c3ccc(F)cc3)C12C#N (configuration not stated)
→ ? | 20.6µM* | -2.0%
6. CN(Cc1cn(C)nc1-c1ccc(Oc2ccccc2)cc1)Cc1cnc2ccccn12
→ ? | 20.6µM* | 3.6%
7. O=C(NCc1ccccn1)c1nc(-c2ccc(C(F)(F)F)cc2)no1
→ -17.9% | ? | 2.7%
8. Cc1ccccc1S(=O)(=O)N1[C@@H](c2ccc(Br)cc2)C(C(=O)O)=CC[C@H]1c1ccc(Cl)cc1
→ -17.9% | -24.0% | -0.4%
9. CC(NC(=S)Nc1ccccc1OC(F)F)C(C)(C)C (configuration not stated)
→ -6.1% | -12.2% | 0.0%
10. CN(C)Cc1cc(CN(C)C)c(O)c(CCc2ccccc2)n1
→ -9.1% | -13.9% | 1.0%
11. CCOC(=O)C1(C)CCCN(C(=O)c2ccc(-c3ccccc3)cc2)C1 (configuration not stated)
→ ? | 16.4µM* | .
12. CCN(CC)C(=O)CN(c1cccc(Br)c1)S(C)(=O)=O
→ 0.4% | -16.5% | ?
13. Cc1ccc(-n2nc3c(c2NC(=O)c2ccc4c(c2)OCO4)CS(=O)(=O)C3)c(C)c1
→ 0.2% | 7.6% | 4.7%
14. O=C(N/N=C/c1ccc(O)cc1)c1cccc(C(F)(F)F)c1
→ -23.4% | ? | 1.1%
15. CCCCOc1ccc(Cl)cc1CSc1nnc(CC)n1N
→ 5.3% | -12.7% | 6.2%
16. Nc1ccc(C(=O)OCC(=O)N2c3ccccc3Sc3ccccc32)cc1[N+](=O)[O-]
→ ? | 7.31µM* | 2.6%
17. Cc1cc(C)n(-c2ccc(C(=O)NC3=NCCS3)cc2)n1
→ 13.7% | -13.0% | 5.8%
18. CCN1CCN(c2nc(SC)nc3sc4c(c23)CC(C)(C)OC4)CC1
→ ? | ? | -2.9%
19. COC(=O)C[C@H]1c2cc(C(F)(F)F)ccc2S(=O)(=O)N1Cc1ccccc1
→ ? | ? | .
20. COc1ccc(-c2noc(N3CCN(c4cccc(Cl)c4)CC3)n2)cc1OC
→ ? | 8.2µM* | -11.2%
21. CC(=O)OCC1CCCC2=C(C)C(=O)CCC21COC(C)=O (configuration not stated)
→ -7.5% | 7.8% | 0.0%
22. CCOc1ccc(N2CC(O)(c3ccc(F)cc3)[N+]3=C2CCCC3)cc1 (configuration not stated)
→ -14.3% | 23.1µM* | 1.2%
23. Cc1ccc2c(c1)N(CC(=O)NCC(C)c1ccccc1)C(=O)c1cccnc1O2 (configuration not stated)
→ -27.3% | ? | .
24. C/C(CCc1ccccc1)=N\NC(=O)CC(=O)NCCc1ccccc1
→ 6.7% | 5.3% | -1.3%
25. CCNC(=O)C/C(C)=N/NC(=O)C12CC3CC(CC(C3)C1)C2
→ -4.7% | -5.4% | 3.0%
26. Cc1nnc(NC(=O)c2ccc(S(=O)(=O)N3CCOCC3)cc2)s1
→ 0.2% | 13.5% | .
27. CN(C)c1ccc(N2C(=O)CC(Sc3ccccc3C(=O)O)C2=O)cc1 (configuration not stated)
→ 13µM* | ? | -2.7%
28. CNS(=O)(=O)c1ccc(CNC[C@H]2O[C@@H](n3ccc(N)nc3=O)[C@H](O)[C@@H]2O)cc1
→ 6.3% | -3.1% | .
29. Clc1ccc2scc(CN3CCCC3)c2c1
→ -5.7% | -29.7% | .
30. CC12CCC(c3nnc(SCc4ccc(Cl)cc4)nc31)C2(C)C (configuration not stated)
→ -0.8% | -3.9% | 3.2%
31. COc1ccc(NC(=S)N2CCC(c3nc4ccc(Cl)cc4[nH]3)CC2)c(OC)c1
→ ? | ? | 7.0%
32. O=C(Cn1nc(Cl)nc1Cl)c1ccc([N+](=O)[O-])cc1
→ ? | 0.3% | .
33. CCOC(=O)c1c(C)oc2ncnc(N3CCN(c4cccc(Cl)c4)CC3)c12
→ ? | 16.4µM* | 6.4%
34. Cn1cccc1C(=O)OCC(=O)c1c[nH]c2ccccc12
→ 0.3% | 2.2% | 4.7%
35. O=C(NCCN=C1NS(=O)(=O)c2ccccc21)c1ccc(S(=O)(=O)N2CCOCC2)cc1
→ 4.1% | -8.0% | 9.1%
36. Cc1nn(Cc2ccccc2)c(Cl)c1C(=O)NC(C)(C)C
→ -1.6% | -8.6% | -5.3%
37. CCOc1ccc(Cl)cc1CNc1nnnn1C
→ -6.8% | -19.7% | 2.4%
38. CCc1ccc(Oc2coc3cc(O)ccc3c2=O)cc1
→ -11.0% | -1.4% | .
39. Cc1ccc(S(=O)(=O)N2CCOCC2)cc1C(=O)Nc1ccc(S(=O)(=O)Nc2nccs2)cc1
→ -2.1% | -17.8% | 0.0%
40. Cc1ccc(C(=O)NCCN(C)C)cc1C
→ 0.1% | -13.4% | 2.8%
41. CN1CCCc2cc(C=O)ccc21
→ -2.9% | -11.0% | 1.1%
42. COc1cccc2c1OCC(CN1CCN(C3CCCCC3)C(CCO)C1)=C2 (configuration not stated)
→ 17.8% | -8.3% | 5.1%
43. CCOC(=O)/C=c1\s/c(=C\c2ccccc2OC)c(=O)n1CC(=O)N1CCOCC1
→ -24.5% | ? | 4.2%
44. Nc1c(N2CCCCC2)c(=O)[nH]c(=O)n1-c1ccccc1
→ -29.8% | -4.7% | 5.7%
45. Cc1ccccc1-n1nnnc1SCC(=O)c1c(N)n(C2CC2)c(=O)[nH]c1=O
→ ? | ? | -4.1%

As entered above.
entry 39 @ TDP1 cell noCPT = -17.8%
entry 45 @ TDP1 block = -4.1%
entry 40 @ TDP1 cell noCPT = -13.4%
entry 43 @ TDP1 block = 4.2%
entry 41 @ TDP1 cell noCPT = -11.0%

New compounds follow
Under each structure: TDP1 cell CPT | TDP1 cell noCPT | TDP1 block
46. CCc1ccc(NC(=O)Cn2nnc(-c3ccc(C)cc3-n3cnnn3)n2)cc1
→ -6.5% | -20.8% | -0.6%
47. CCN1CCN(C(=O)CN(C)S(=O)(=O)c2ccc(OC)cc2)CC1
→ -3.4% | 3.6% | 5.5%
48. CCn1nc(C(=O)NNS(=O)(=O)c2cc(/C=C/C(=O)O)cc(OC)c2OC)c2ccccc2c1=O
→ 4.4% | 6.8% | 0.2%
49. COc1cccc(C(NC(C)=O)c2nc(-c3cccc(C(C)C)c3)cs2)c1 (configuration not stated)
→ ? | ? | .
50. O=C(CSc1nnc2ccc(-c3ccccn3)nn12)N1CCCC1
→ -0.1% | 21.4% | .
51. O=C(COc1ccccc1Cl)N(Cc1cccc(F)c1)C1CCS(=O)(=O)C1 (configuration not stated)
→ -6.2% | ? | 8.6%
52. COc1cc(NC(=O)C2CCN(S(=O)(=O)c3c(C)noc3/C=C/c3c(C)cc(C)cc3C)CC2)cc(OC)c1
→ 13µM* | -96.3% | 4.1%
53. COc1ccc(C)cc1Nc1nc(-c2c(C)[nH]c3ccccc23)cs1
→ -20.2% | -22.6% | 8.5%
54. Cc1cccc(-n2c(CCN3C(=O)c4ccccc4C3=O)nc3ccccc3c2=O)n1
→ ? | ? | 0.0%
55. COc1ccc(CNC(=O)CSc2nc3ccc(C)cc3[nH]2)cc1
→ ? | ? | .
56. CC(C)(C)c1ccc(C(CC(=O)O)NS(=O)(=O)Cc2ccccc2)cc1 (configuration not stated)
→ -6.3% | 12.1% | .
57. Cn1c(N)c(C(=O)COC(=O)/C=C/c2ccc(S(=O)(=O)N3CCOCC3)cc2)c(=O)n(C)c1=O
→ -2.5% | -4.2% | 3.7%
58. CC1Cc2cc(S(=O)(=O)CCC(=O)Nc3ccc(F)c(Cl)c3)ccc2N1C(=O)C1CC1 (configuration not stated)
→ 10.3µM* | 10.3µM* | 0.0%
59. O=C(O)COc1ccc2c3c(c(=O)oc2c1)CCCC3
→ 27.8% | -3.5% | -10.8%
60. CC(=O)N1c2ccccc2CC1C(=O)N1CCN(c2cc(Cl)ccc2C)CC1 (configuration not stated)
→ ? | ? | 8.8%
61. CCC1(c2ccccc2)NC(=O)N(CC(=O)Nc2ccc(S(=O)(=O)N3CC(C)CC(C)C3)cc2)C1=O (configuration not stated)
→ ? | ? | .
62. N#Cc1c(NC(=O)CSCC(=O)O)sc2c1CCCC2
→ 0.3% | -3.2% | 0.0%
63. CCCc1cc(C(=O)Nc2ccc(C(=O)OC)cc2)cs1
→ -16.7% | 6.0% | 3.6%[56.1 µM]
64. CCOC(=O)CSc1nc(C)cc2c1C(=O)OC2
→ 1.1% | 9.8% | 4.9%
65. CCCCN(C)CCCNC(=O)CN1C(=O)COc2ccc(S(=O)(=O)N3CCOCC3)cc21
→ 1.2%&5.4% | 4.2%&-15.7% | 2.1%&-2.3%
66. Cc1ccccc1-n1c(SCC(=O)N/N=C/c2ccccc2OCC(=O)O)nc2ccccc2c1=O
→ 2.4% | ? | .
67. O=Cc1sc(Nc2ccccc2)nc1Cl
→ -28.8% | ? | -5.1%
68. COC(=O)CSc1[nH]c2cc(C)ccc2c1[N+](=O)[O-]
→ ? | ? | 0.0%
69. CSc1cccc(NC(=O)C2CCCN(S(=O)(=O)c3ccc(F)cc3)C2)c1 (configuration not stated)
→ 10.3µM* | 8.2µM* | 5.3%
70. COc1ccc(C(=O)COc2ccc(F)cc2)c(O)c1
→ -13.6% | -19.0% | -2.9%
71. Oc1ccc(-c2cn3ccccc3n2)cc1O
→ 25.9µM* | 13µM* | .
72. O=C1CC(NCCc2ccccc2)C(=O)N1CCc1ccccc1 (configuration not stated)
→ 3.9% | -1.1% | 8.6%
73. COc1ccc(NC(=O)Nc2nnc(Cc3ccc(OC)c(OC)c3)s2)cc1
→ 5.3% | -2.3% | 0.2%
74. O=c1cc(C(F)(F)F)nc(SC/C=C/c2ccccc2)[nH]1
→ -6.8% | -24.3% | 5.2%
75. COc1ccc2cc(S(=O)(=O)c3ccccc3)c(=O)oc2c1
→ -8.0% | -22.5% | .
76. COc1cc(C2NC(=O)NC3=C2C(=O)OC3)cc(OC)c1OC (configuration not stated)
→ ? | -2.4% | .
77. CCN(CC)CCCNC(=O)c1cc2c(Cl)nc3ccccc3c2s1
→ 18.4µM* | ? | -1.1%
78. COc1ccc(CCC(=O)Nc2cccc(S(=O)(=O)N(C)C)c2)cc1OC
→ 1.2% | -49.7% | 7.9%
79. O=C(CCCC(=O)OCC(Cl)=C(Cl)Cl)Nc1cccc2ccccc12
→ ? | -13.4% | 2.7%
80. O=C(NCCN1C(=O)C2C3C=CC(C3)C2C1=O)Nc1ccccn1 (configuration not stated)
→ 5.8% | -7.0% | 0.0%
81. COc1ccc(CCNC(=O)C(C)Sc2ccc(C)cc2)cc1OC (configuration not stated)
→ 3.4% | ? | 0.0%
82. CC(C)(C)NCCOc1ccc(Br)cc1
→ 1.3% | -1.7% | -1.5%
83. COC(=O)c1cc2cc(NS(=O)(=O)c3ccc(C)cc3)ccc2s1
→ ? | -26.9% | 0.0%
84. CCC(=O)NC(=S)Nc1ccc(NC(=O)c2ccc(C)c([N+](=O)[O-])c2)cc1
→ ? | 8.2µM* | 8.0%
85. CCOc1ccccc1NC(=O)CSc1nc2cccnc2n1C
→ ? | ? | -6.2%
86. O=C(Nc1cc(Br)ccc1O)c1cc(-c2cccs2)on1
→ -11.6% | -14.7% | 2.5%
87. Cc1ccc(-c2ccc(=O)n(CCC(=O)N3CCN(Cc4ccccc4)CC3)n2)cc1
→ 3.4% | ? | .
88. CCn1ccc2c(OCC(=O)NCCc3ccc(OC)c(OC)c3)cccc2c1=O
→ 7.8% | ? | -4.1%
89. C/C(COc1ccccc1)=N\NC(=O)c1nnn(-c2nonc2N)c1-c1ccc(C)cc1
→ -13.7% | -14.1% | .

Single records, as listed above. Order of values: TDP1 cell CPT, TDP1 cell noCPT, TDP1 block
Record of CCn1ccc2c(OCC(=O)NCCc3ccc(OC)c(OC)c3)cccc2c1=O → 7.8%, ?, -4.1%
Record of CCC(=O)NC(=S)Nc1ccc(NC(=O)c2ccc(C)c([N+](=O)[O-])c2)cc1 → ?, 8.2µM*, 8.0%
Record of O=C(Nc1cc(Br)ccc1O)c1cc(-c2cccs2)on1 → -11.6%, -14.7%, 2.5%
Record of C/C(COc1ccccc1)=N\NC(=O)c1nnn(-c2nonc2N)c1-c1ccc(C)cc1 → -13.7%, -14.1%, .
